# High-throughput results as filed in PubChem.
# CD40 NFkB inh: CD40 pathway inhibition in BL2 cells. AID 1053188. inhibition, % at 10 µM. BL2 NF-kB luciferase reporter, CD40L-induced, 4 h. 83,000 compounds, 0.94% hits;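 active = mean inhibition of at least 50% with a set share of replicates also reaching that level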;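 also: 0% = neutral control wells and 100% = IKK inhibitor VII at 50 µM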
# Starred values were filed as active, the others as inactive; [ ] = dose if it differs, or a comment.
smiles,CD40 NFkB inh
CCC(=O)N1CC2(C1)CN(Cc1cccc(Cl)c1)[C@H](CO)c1[nH]c3cc(OC)ccc3c12,-14[25 µM]
O=C(Nc1ccccc1)Nc1ccccc1NS(=O)(=O)c1cccs1,-3
COc1ccc(-c2nnn(CC(=O)N(CCN3CCOCC3)C(C(=O)NC3CCCC3)c3ccco3)n2)cc1 (stereo not drawn),7
C[C@@H]1CN([C@@H](C)CO)C(=O)CCCn2cc(nn2)CO[C@@H]1CN(C)S(=O)(=O)c1ccc(-n2cccn2)cc1,-3[25 µM]
COC(=O)c1ccsc1NC(=O)CCc1ccccc1,-41
COc1ccc(OCC(=O)Nc2ccc(S(=O)(=O)Nc3cc(C)on3)cc2)cc1,11
C[C@H]1CN([C@@H](C)CO)C(=O)Cc2cc(NC(=O)Nc3ccc(F)cc3)ccc2O[C@@H]1CN(C)S(C)(=O)=O,2[25 µM]
Cn1c(=O)c2c(-c3ccccc3)n3c4ccccc4ncc3c2n(C)c1=O,10
COc1ccccc1CNC(=O)C(C)n1nc(C)c2c(C)n(-c3ccccc3)nc2c1=O (stereo not drawn),3
Cc1ccc(NC(=O)CN(C)C(=O)CSc2nc3ccccc3c(=O)n2CCO)cc1,19
O=C(Nc1nc2c(s1)CCCC2)c1ccc2ncsc2c1,13
N#Cc1cc2c(nc1S(=O)(=O)Cc1ccccc1)CCCC2,6
O=C(Nc1ccncc1)c1ccc(-c2ccccc2)cc1,-64
C[C@H](CO)N1C[C@H](C)[C@H](CN(C)Cc2ccccc2C(=O)O)OCc2cnnn2CCCC1=O,1[25 µM]
CC1CN(Cc2ccccc2)C(=O)N(c2ccccc2)C1=O (stereo not drawn),-3
CC(=O)Nc1cc(C(C)(C)C)c(O)c(C(C)(C)C)c1,-26
CN(C)CC(=O)N1[C@H](CO)[C@H](c2ccc(/C=C/c3ccccc3)cc2)[C@@H]1C#N,15[25 µM]
COc1ccc2cc(C#N)c(N3CCOCC3)nc2c1,-4
COc1cccc(CN(C)C(=O)CCc2nnc(-c3ccsc3)o2)c1,-42
Cc1cc(C(=O)COC(=O)c2ccncc2)c(C)n1CCc1ccc(F)cc1,-4
CN1c2ccc(Br)cc2[C@H]2[C@H](CCN2C(=O)C2CCCCC2)[C@@H]1CO,6
COc1ccc(CCC(=O)Nc2ccc(S(=O)(=O)NC3=NCCCCC3)cc2)cc1,4
Cc1ccc(C(=O)NC2CC3CCCC(C2)N3C(=S)NCc2ccco2)cc1 (stereo not drawn),11
Cc1ccc(N(CC(=O)NCCSCc2ccco2)S(=O)(=O)c2ccc(F)cc2)cc1,5
CNC[C@H]1Oc2c(NS(C)(=O)=O)cccc2C(=O)N(C)C[C@@H]1C,-6
O=C(Nc1ccc(S(=O)(=O)NCc2ccccc2)cc1)Nc1ccc2c(c1)OCO2,-57
Nc1c2c(=O)[nH]c(O)cc2nn1-c1ccccc1,18
Cc1onc(-c2ccccc2)c1C(=O)Nc1nncs1,0
Cn1cccc1/C=N/NC(N)=S,4
CCn1ccnc1CN(C)Cc1cn(-c2cccc(C)c2)nc1-c1cccc(F)c1,-28

# Pulled by compound from above (2):
smiles,CD40 NFkB inh
O=C(Nc1ccc(S(=O)(=O)NCc2ccccc2)cc1)Nc1ccc2c(c1)OCO2,-57
CCC(=O)N1CC2(C1)CN(Cc1cccc(Cl)c1)[C@H](CO)c1[nH]c3cc(OC)ccc3c12,-14[25 µM]

# Further results:
smiles,CD40 NFkB inh
FC(F)(F)c1nnc2ccc(N3CCN(c4ccccc4)CC3)nn12,12
O=C(NC1CCS(=O)(=O)C1)C1C2CC3CC(C2)CC1C3 (stereo not drawn),7
CC(NC(=O)Nc1ccccc1)C(c1ccccc1)N1CCOCC1 (stereo not drawn),13
CCOc1cc(C)c(Cl)cc1S(=O)(=O)NCCOC,10
O=C(CCn1c(=O)[nH]c2ccccc2c1=O)NCCSCc1ccccc1,0
CCC(C)N1CCC(Oc2ccc(C(=O)NCc3ccccn3)cc2)CC1 (stereo not drawn),4
COc1ccc(NC(=O)Nc2ccc3c(c2)C(=O)N([C@H](C)CO)C[C@@H](C)[C@@H](CN(C)Cc2ccc(C(F)(F)F)cc2)OCCCC[C@H](C)O3)cc1,7
COc1ccc(CN(Cc2ccc(C(=O)O)cc2)C(=S)Nc2ccccc2Cl)cc1OC,5
COc1ccc(C(=O)c2sc3nc(-c4ccccc4)ccc3c2N)cc1,-18
C[C@@H]1CN([C@@H](C)CO)C(=O)c2cc(NC(=O)Nc3cccc4ccccc34)ccc2O[C@@H](C)CCCCO[C@H]1CN(C)C(=O)NC1CCCCC1,-6
C[C@H](CO)N1C[C@H](C)[C@H](CN(C)Cc2cccc(C(F)(F)F)c2)OCc2cnnn2CCCC1=O,9[25 µM]
O=C(Nc1ccc(S(=O)(=O)N2CCCCC2)cc1)c1ccc(Cl)nc1,19
CN1C(=O)c2cc(NC(=O)Cc3cccs3)ccc2OC[C@@H]2O[C@H](CC(=O)NCCCN3CCOCC3)CC[C@@H]21,-8[25 µM]
O=C(C[C@@H]1C[C@@H]2c3cc(NC(=O)c4cccnc4)ccc3O[C@@H]2[C@H](CO)O1)NC1CCCC1,2
Cc1noc(C)c1C(=O)N(C)C[C@@H]1OCc2ccccc2-c2ccccc2C(=O)N([C@@H](C)CO)C[C@@H]1C,-7[25 µM]
CNC[C@H]1OCCCC[C@@H](C)Oc2ccc(NS(=O)(=O)c3ccc(F)cc3)cc2C(=O)N([C@@H](C)CO)C[C@H]1C,-11[25 µM]
CCOc1ccc(OCCCC(=O)NNC(=O)c2ccncc2)cc1,8
CCC(=O)N1CC[C@@H]2[C@H]1c1cc(-c3ccc(C#N)cc3)ccc1N(C)[C@H]2CO,13[25 µM]
O=C(N/N=C/c1ccc2c(c1)OCO2)C(O)c1ccccc1 (stereo not drawn),-58
O=C(CSc1n[nH]c(=O)[nH]c1=O)Nc1c(Cl)cc(Cl)cc1Cl,-2
COc1ccc(S(=O)(=O)N(C)C[C@H]2OCCCC[C@H](C)Oc3ccc(NS(=O)(=O)c4ccc(Cl)cc4)cc3C(=O)N([C@@H](C)CO)C[C@@H]2C)cc1,-4
O=C(NCc1cccs1)c1cccc(S(=O)(=O)N2CCCCC2)c1,6
O=C(C1CC1)N1C[C@@H]2[C@H](c3ccccc31)[C@@H](CO)N2C(=O)Nc1cccc(F)c1,-2
Cc1ccc2c(=O)c3ccccc3n(CCCN)c2c1C,79*[25 µM]
COc1ccc(N(CC(=O)N2CCc3ccccc3C2)S(=O)(=O)c2ccccc2)cc1,-8
CCc1cc2c(=O)n(N)c(CCC(=O)O)nc2s1,24
COc1cc(CC2C(=O)OCC2C(=O)c2ccc3c(c2)OCO3)cc(OC)c1OC (stereo not drawn),9
Cc1ccc(S(=O)(=O)NC(C)(C)CN2CCC(Cc3ccccc3)CC2)cc1,33
CCn1cc(/C=N/NC(=O)c2cc3c(ccc4ccccc43)o2)c2ccccc21,-5
COc1ccc(NC(=O)N[C@@H]2CC[C@@H](CCn3cc(-c4ccc(F)cc4)nn3)O[C@H]2CO)cc1,-13
C[C@H]1CN([C@@H](C)CO)C(=O)c2cc(-c3ccccc3F)cnc2O[C@@H]1CN(C)C(=O)C1CCCCC1,-6[25 µM]
O=C(NCc1ccncc1)c1nc(-c2cccs2)no1,-6
CCN(CC)c1nc(N2CCN(CCO)CC2)nc2ccccc12,-7
O=C(/C=C/c1cccc(C(F)(F)F)c1)NNC(=O)c1ccncc1,-11
Cc1ccc(CNC(=O)Cc2ccc(-c3ccccc3)cc2)cc1,9
COCC(=O)Nc1ccc2c(c1)C(=O)N(C)C[C@@H](OC)[C@@H](C)CN(CCc1ccccc1)[C@H](C)CO2,-7[25 µM]
CN(Cc1ccccc1)C(=O)COC(=O)CCNC(=O)c1ccccc1Cl,5
O=C(C[C@@H]1C[C@@H]2c3cc(NC(=O)c4ccc5c(c4)OCO5)ccc3O[C@@H]2[C@H](CO)O1)NCCN1CCCCC1,-2[25 µM]
CC1CCCCN1CC(=O)Nc1sc2c(c1C#N)CCC2 (stereo not drawn),11
CN(CC(=O)Nc1ccccc1Br)C(=O)CN1CCN(Cc2cccc(Cl)c2)CC1,7
O=c1c2nnn(-c3ccccc3)c2ncn1C/C=C/c1ccccc1,1
O=C(O)CNC(=O)/C=C/c1c(Cl)cccc1Cl,-1
COc1ccc(CN(C)C[C@H]2OCCCC[C@H](C)Oc3ccc(NC(=O)C4CCCCC4)cc3C(=O)N([C@@H](C)CO)C[C@H]2C)cc1,-3[25 µM]
O=C1CSCc2nc3ccccc3n21,6
COc1ncnc(OC)c1S(=O)(=O)Nc1ccc(C(F)(F)F)cc1,22
COc1cccc(CN(C)C(=O)C23CC4CC(CC(NC(C)=O)(C4)C2)C3)c1OC,5
Cc1[nH]c2ccccc2c1SCC(=O)Nc1nccs1,-34
CCOc1ccc(C(=O)NCC(=O)OCC(=O)Nc2ccc(C)c(S(=O)(=O)N(C)C)c2)cc1,4
CCn1c(CCC(=O)O)nc2cc(S(=O)(=O)N(C)C)ccc21,6
COCCN(C(=O)COC(=O)c1ccc(C)o1)c1c(N)n(Cc2ccccc2)c(=O)[nH]c1=O,-2
COc1ccc2c3c(n(C)c2c1)[C@H](CO)N(Cc1ccccn1)CC31CN(Cc2ccccn2)C1,-5[25 µM]
O=C(CC(F)(F)F)N1C[C@@H]2[C@H](c3ccccc31)[C@H](CO)N2CC1CCOCC1,9[25 µM]
COc1ccc(NC(=O)CSCC(=O)N(C)Cc2cccc(OC)c2OC)cc1,9
O=C(NCc1ccc(F)cc1)c1c2c(nc3ccccc13)CCC2,-20
CSCC[C@H](NC(=O)NCc1ccc(F)cc1)C(=O)O,16
CC1C=NC(S(=O)(=O)N2CC[C@H]3[C@@H](CO)N(C)c4ccc(C#Cc5cccnc5)cc4[C@H]32)=N1 (stereo partly drawn),1[25 µM]
CCCCC(=O)NCc1ccccc1Cl,-1
CN1c2ccc(-c3ccc(F)cc3)cc2[C@@H]2[C@@H](CCN2C(=O)c2cccnc2)[C@H]1CO,-4[25 µM]
CCC(CC)NCc1ccc2c(c1)c1ccccc1n2CC,7
CSCCC(NC(=O)CCNC(=O)c1ccccc1Cl)c1nc2ccccc2[nH]1 (stereo not drawn),6

# 4 of the entries above in order of their number in CD40 NFkB inh, lowest first:
SMILES	CD40 NFkB inh
COCCN(C(=O)COC(=O)c1ccc(C)o1)c1c(N)n(Cc2ccccc2)c(=O)[nH]c1=O	-2
CCn1c(CCC(=O)O)nc2cc(S(=O)(=O)N(C)C)ccc21	6
CN(CC(=O)Nc1ccccc1Br)C(=O)CN1CCN(Cc2cccc(Cl)c2)CC1	7
CC1CCCCN1CC(=O)Nc1sc2c(c1C#N)CCC2 (stereo not drawn)	11

# (more compounds)
structure: CC(=O)Nc1ccc2c(c1)C(=Nc1ccccc1)c1ccccc1-2
  CD40 NFkB inh: -47
structure: CC(C)Cn1nc(C(=O)Nc2cccc(S(=O)(=O)N3CCCC3)c2)c2ccccc2c1=O
  CD40 NFkB inh: -1
structure: Cc1cc(N2CCN(Cc3nc(-c4ccc(F)cc4)oc3C)CC2)cc(C)n1
  CD40 NFkB inh: 18
structure: CN(C(=O)Cn1c(Cl)nc2c1c(=O)n(C)c(=O)n2C)C1CCS(=O)(=O)C1 (stereo not drawn)
  CD40 NFkB inh: 2
structure: COc1ccc(C#Cc2ccc3c(c2)[C@@H]2[C@@H](CCN2C(=O)C2CCCC2)[C@H](CO)N3)cc1
  CD40 NFkB inh: 2
structure: COc1ccc(NC(=O)Nc2ccccc2SC)c(OC)c1
  CD40 NFkB inh: 2
structure: OC[C@@H]1[C@@H](c2ccccc2)C2(CN(Cc3nccs3)C2)N1CC1CCOCC1
  CD40 NFkB inh: 1[25 µM]
structure: Cn1c(SCC(=O)NCCc2ccccc2)ncc(C(=O)Nc2ccccc2)c1=O
  CD40 NFkB inh: 10
structure: Cc1ccc(-c2nnc(-c3ccc4c(c3)OCO4)o2)cc1
  CD40 NFkB inh: -65
structure: O=C(COc1ccccc1)Nc1nnc(S(=O)(=O)N2CCCCCC2)s1
  CD40 NFkB inh: 7
structure: N#C[C@@H]1[C@H](c2ccc(-c3cncnc3)cc2)[C@H](CO)N1C(=O)Cc1ccccc1
  CD40 NFkB inh: -13[25 µM]
structure: COc1cc(CCNC2=CC(=O)c3ncccc3C2=O)ccc1O
  CD40 NFkB inh: 28
structure: O=C1C(=NO)CC(c2ccccc2)N1c1ccccc1 (stereo not drawn)
  CD40 NFkB inh: 0
structure: CS(=O)(=O)N1CC(C(=O)NC2CCCC2)Oc2ccc(Cl)cc21 (stereo not drawn)
  CD40 NFkB inh: 12
structure: Cc1ccc2c(CC(=O)N3CCN(S(=O)(=O)c4cccs4)CC3)coc2c1
  CD40 NFkB inh: 4

structure: Cc1nnc(NC(=O)CCNC(=O)c2ccccc2Cl)s1
  CD40 NFkB inh: 6
structure: CCOC(=O)CNC(=O)C(Cc1ccccc1)NC(=O)OCc1ccccc1 (stereo not drawn)
  CD40 NFkB inh: -3
structure: CC(=O)c1cc(C#N)c(SCc2ccccn2)nc1C
  CD40 NFkB inh: -27
structure: COc1ccccc1CNC(=O)C1CCC(=O)N(CCCc2ccccc2)C1 (stereo not drawn)
  CD40 NFkB inh: 3
structure: O=C(Oc1ccc(OC(=O)N2CCOCC2)cc1)c1ccccc1
  CD40 NFkB inh: -71
structure: Oc1c(CN2CCOCC2)cc(CN2CCOCC2)cc1CN1CCOCC1
  CD40 NFkB inh: 1
structure: CN(C(=O)COC(=O)CCc1c[nH]c2ccccc12)c1ccccc1
  CD40 NFkB inh: -7
structure: O=C(C[C@@H]1CC[C@@H]2[C@H](COC[C@H](O)CN2Cc2ccc(C(F)(F)F)cc2)O1)N1CCc2ccccc2C1
  CD40 NFkB inh: 9[25 µM]
structure: CN1CCN(C(=O)C2CCCN(S(=O)(=O)c3ccccc3)C2)CC1 (stereo not drawn)
  CD40 NFkB inh: -4
structure: Cc1ccc(-c2nc(N/N=C/c3ccncc3)c3ccccc3n2)cc1
  CD40 NFkB inh: 53*

# Quoted from the listing (3 entries):
structure: O=C(C[C@@H]1CC[C@@H]2[C@H](COC[C@H](O)CN2Cc2ccc(C(F)(F)F)cc2)O1)N1CCc2ccccc2C1
  CD40 NFkB inh: 9[25 µM]
structure: CN1CCN(C(=O)C2CCCN(S(=O)(=O)c3ccccc3)C2)CC1 (stereo not drawn)
  CD40 NFkB inh: -4
structure: Cc1ccc(-c2nc(N/N=C/c3ccncc3)c3ccccc3n2)cc1
  CD40 NFkB inh: 53*

# A portion of the library; the hit share may differ from the screen's.
